Source: PubChem BioAssay
JMJD2A Tudor inh: qHTS Assay for Inhibitors of JMJD2A-Tudor Domain | 390,000 tested, 4.4% active | Lysine-specific demethylase 4A (Homo sapiens), O75164 | AlphaScreen JMJD2A-Tudor / H3K4me3 peptide binding | Potency, µM (titrated, usually from 114 µM), for inactives: top-dose activity change, negative = inhibition, most hits filed as inhibitors; further: potency means the concentration at half of the fitted maximal effect; on the % scale 0 is the no-effect control and ±100 the full control effect; nearly all actives have a fitted effect of over 50% in size
BAZ2B inh: qHTS Assay for Inhibitors of BAZ2B; Bromodomain adjacent to zinc finger domain protein 2B (Homo sapiens), Q9UIF8; Potency, µM (series often up to 114 µM), for inactives: at the top dose activity change, negative = inhibition, actives largely listed as inhibitors; 360,000 tested, 4.4% active; AlphaScreen BAZ2B-H3K14Ac peptide displacement; further: potency means the concentration at half of the fitted maximal effect; on the % scale 0 is the no-effect control and ±100 the full control effect; nearly all actives have a fitted effect of over 60% in size
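Inhibition is scored as reduced AlphaScreen emission. The BAZ2B/b-H3(5-23)K14Ac complex (50 nM each) in PBS pH 7.4, 0.01% Tween-20 meets compound (up to 110 uM) for 30 min at RT before bead addition.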
PI4K2A inh: qHTS for small molecular inhibitors of PI4K2A; Phosphatidylinositol 4-kinase type 2-alpha (Homo sapiens), Q9BTU6; purified PI4K2A, ADP-Glo luminescence, 1 h; active compounds read low; activity change, negative = inhibition, % at 76.9 µM; 420,000 tested, 0.13% active; in the data active means activity change below about -50%; inconclusive means mostly about -30% to -49%;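 further: -100% = wells without enzyme as full effect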
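In this quantitative HTS, ADP production by PI4K2A was quantified luminescently after 1 h at ambient temperature; 100 microM adenosine served as plate-quality control.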
HP1b binding inh: HTS for Inhibitors of HP1-beta Chromodomain Interactions with Methylated Histone Tails | Chromobox protein homolog 1 (Homo sapiens), P83916 | AlphaScreen HP1-beta / biotin-H3K9me3 peptide binding | Potency, µM (series often up to 114 µM), for the others: top-dose activity change, negative = inhibition, actives largely listed as inhibitors | 390,000 tested, 0.56% active | AID 540317, 2011; further: potency means the concentration at half of the fitted maximal effect; nearly all actives have a fitted effect of over 70% in size; inactives centre near 23
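HP1-beta protein (50 nM final) preincubated 30 min at room temperature with biotinylated H3(1-18)K9me3 peptide (50 nM) in PBS pH 7.4, 0.01% Tween-20, then compound added for 30 min. AlphaScreen streptavidin donor/nickel chelate acceptor beads (10 ug/mL final), 30 min dark, luminescence read.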
Tb PGK inh: qHTS Assay to Find Inhibitors of Phosphoglycerate Kinase. PGK/GAPDH coupled, Kinase-Glo luminescence, 60 min. AID 602233, 2012. Potency, µM (titrated, usually from 57.5 µM), inactives show top-dose activity change, negative = inhibition, actives largely listed as inhibitors. 380,000 tested, 0.043% active. Phosphoglycerate kinase, glycosomal (Trypanosoma brucei brucei), P07378; further: potency means the concentration at half of the fitted maximal effect; on the % scale 0 is the no-effect control and ±100 the full control effect; nearly all actives have a fitted effect of over 60% in size
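Recombinant glycosomal PGK reaction used 1,3-bisphosphoglycerate generated in-well by GAPDH (100nM final) in 100mM TEA pH 7.6, 5mM MgCl2, 0.01% Tween-20. After 60 minutes at room temperature, ATP was read by Kinase-Glo Plus luminescence end-point.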
Pin1 inhibitor: qHTS Assay to Find Inhibitors of Pin1. Peptidyl-prolyl cis-trans isomerase NIMA-interacting 1 (Homo sapiens), Q13526. Pin1 FP peptide displacement, HiFluor488, 10 min. Potency, µM (series often up to 115 µM), inactives show at the top dose activity, negative = inhibition, most hits filed as inhibitors. 390,000 tested, 0.009% active. AID 504891, 2011; active means well fitted inhibition curve with a large enough effect in the polarisation, with a control signal flat, not every such curve was filed as active; inconclusive means small, poorly fitted or top-dose-only effect, or effect the other way, or a change in a side signal; inactive means no such curve, though single readings can be large or run the other way; the % refers to the polarisation; further: potency means the concentration at half of the fitted maximal effect; on the % scale 0 is the no-effect control and ±100 the full control effect
ERG Ets-DNA blk: qHTS for Small Molecule Inhibitors of the ERG Ets/DNA interaction; fluorescence polarization, His-ERG Ets domain / labelled DNA; Potency, µM (top dose mostly 76.9 µM), for inactives: at the highest dose FP activity, negative = inhibition, hits mostly inhibitors; 370,000 tested, 0.028% active; AID 624246, 2012; active means well fitted inhibition curve with a large enough effect in the polarisation, with a control signal flat; inconclusive means small, poorly fitted or top-dose-only effect, or effect the other way, or a change in a side signal; inactive means no such curve, though single readings can be large or run the other way; the % refers to the polarisation;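 further: polarization taken with two DNA probes labelled with fluorescein and Texas red; potency means the concentration at half of the fitted maximal effect; % of control where 0% means no effect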
Target sequence (P11308 whole entry, looked up, the tested form may be a part): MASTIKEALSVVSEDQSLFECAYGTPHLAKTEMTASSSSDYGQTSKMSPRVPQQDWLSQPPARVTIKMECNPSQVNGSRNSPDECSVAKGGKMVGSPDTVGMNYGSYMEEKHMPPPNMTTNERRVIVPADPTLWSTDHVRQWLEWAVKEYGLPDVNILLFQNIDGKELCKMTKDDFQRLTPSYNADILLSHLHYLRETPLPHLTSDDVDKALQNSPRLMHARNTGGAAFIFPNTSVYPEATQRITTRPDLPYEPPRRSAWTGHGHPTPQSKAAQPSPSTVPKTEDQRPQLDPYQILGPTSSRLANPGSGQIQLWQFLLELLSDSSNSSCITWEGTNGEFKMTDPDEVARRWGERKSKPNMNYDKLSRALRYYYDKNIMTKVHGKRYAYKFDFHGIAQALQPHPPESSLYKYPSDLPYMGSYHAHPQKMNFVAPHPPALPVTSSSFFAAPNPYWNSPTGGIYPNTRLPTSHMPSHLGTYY
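His-tagged ERG Ets domain (1 uM in the protein solution; 300mM KCl, 50mM Tris-HCl, 1mM EDTA, 1mM DTT, pH 7.5) received compound, then a probe mix of 5 nM fluorescein-DNA and 100nM Texas-615-DNA. Fluorescence polarization was read for both dyes.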
G9a inh: qHTS Assay for Inhibitors of Histone Lysine Methyltransferase G9a | Histone-lysine N-methyltransferase EHMT2 (Homo sapiens), Q96KQ7 | G9a H3K9 monomethylation, AlphaScreen, 2 h | Potency, µM (highest dose often 102 µM), inactives show at the highest dose activity, negative = inhibition, most hits filed as inhibitors | 350,000 tested, 8.8% active; further: potency means the concentration at half of the fitted maximal effect; on the % scale 0 is the no-effect control and ±100 the full control effect; nearly all actives have a fitted effect of over 75% in size
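G9a (20 nM) preincubated 15 min RT with compounds, then 500 nM biotinylated H3K9 peptide and 20 uM SAM added; 2 h RT reaction. Monomethyl-H3K9 product detected by AlphaScreen with anti-H3K9me1 antibody, streptavidin donor and anti-rabbit IgG acceptor beads.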
GLS inh: qHTS for Inhibitors of Glutaminase (GLS). Glutaminase kidney isoform, mitochondrial (Homo sapiens), O94925. GLS enzymatic activity, qHTS titration. Potency, µM (doses to about 45.5 µM), for inactives: top-dose activity change, negative = inhibition, hits mostly inhibitors. 410,000 tested, 0.21% active. AID 624170, 2012; further: potency means the concentration at half of the fitted maximal effect; on the % scale 0 is the no-effect control and ±100 the full control effect
Target sequence (O94925 whole entry, looked up, canonical isoform): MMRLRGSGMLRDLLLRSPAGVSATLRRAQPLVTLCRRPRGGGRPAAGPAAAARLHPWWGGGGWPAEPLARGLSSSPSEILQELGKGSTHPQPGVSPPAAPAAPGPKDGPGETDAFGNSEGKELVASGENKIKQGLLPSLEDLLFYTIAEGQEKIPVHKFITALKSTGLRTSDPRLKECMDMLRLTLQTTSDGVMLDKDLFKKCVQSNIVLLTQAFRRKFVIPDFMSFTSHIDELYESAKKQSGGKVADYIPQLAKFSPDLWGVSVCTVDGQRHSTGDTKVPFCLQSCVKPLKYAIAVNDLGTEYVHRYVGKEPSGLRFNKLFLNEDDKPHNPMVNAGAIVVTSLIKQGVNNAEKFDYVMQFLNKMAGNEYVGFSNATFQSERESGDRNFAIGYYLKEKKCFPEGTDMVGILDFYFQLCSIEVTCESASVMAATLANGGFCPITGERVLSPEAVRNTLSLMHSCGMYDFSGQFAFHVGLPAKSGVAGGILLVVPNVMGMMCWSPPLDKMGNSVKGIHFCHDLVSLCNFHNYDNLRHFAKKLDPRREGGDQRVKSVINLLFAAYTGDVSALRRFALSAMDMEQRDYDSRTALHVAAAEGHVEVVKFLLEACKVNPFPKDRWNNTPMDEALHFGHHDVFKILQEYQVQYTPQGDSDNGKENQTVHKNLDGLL
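Compounds were pin-transferred onto hKGA, after which L-glutamine (1 mM solution) and a detection mix of glutamate oxidase, HRP and Amplex Red were added. Initial and 30 min RT fluorescence reads were collected.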
An asterisk follows results filed as active; i = inactive; u = inconclusive; x = no result given; [ ] = remark or other dose. Unless noted, the call rests on the fitted dose curve; in most records, active means well fitted curve in the direction sought with a large enough effect; inconclusive means small, poorly fitted or top-dose-only effect, or another doubt; inactive means no such curve, though single readings can be large; an effect the other way counts as inactive or inconclusive. No enrichment for hits; any-hit rate near 11%.

SMILES | JMJD2A Tudor inh | BAZ2B inh | PI4K2A inh | HP1b binding inh | Tb PGK inh | Pin1 inhibitor | ERG Ets-DNA blk | G9a inh | GLS inh
COc1cc(C(=O)NCc2nnc(SCC(=O)Nc3cccc(C(F)(F)F)c3)o2)cc(OC)c1OC | -27% | -4% | 2 | 28% | -2% | -13% | 2% | 1%[0.501 µM] | -14%
CC1(OC(=O)C2CCCC2)C(=O)C=C2C=C(c3ccsc3)OC=C2C1=O (centres undefined) | u | 50µM* | -19 | u | u | 3% | 35%[activator] | u | -8%
CC(C)NS(=O)(=O)c1ccc2c3c(cccc13)CC2 | -8%[11.4 µM] | -15% | 0 | 39% | -7% | -3% | -4% | 2% | -1%
CCc1ccc(NC2=NC(C(=O)c3ccccc3)CC(=O)N2)cc1 (centres undefined) | -9% | 12% | 11 | 18% | i | -3% | 18% | -34% | 7%
NCc1ccccc1 | -14% | -5% | -4 | 13% | -3% | 1% | -4% | 4%[59 µM] | 1%
N#C/C(=C\c1cn[nH]c1-c1ccccc1)C(=O)NC1CCCCCC1 | u | -12% | -3 | -8% | i | -5% | 3% | 6% | 5%
Nc1nc(C(=O)N2CCOCC2)nn1C(=O)c1ccc(Cl)cc1 | 3% | -18% | -4 | 70%[activator] | i | -7% | 1% | 35µM* | 1%
O=C(CCc1ccccc1)NC(NC(=S)Nc1ccc(Br)cc1)C(Cl)(Cl)Cl (centres undefined) | -7% | 5% | 5 | 0% | x | 1% | x | u | -2%
CN(CC(=O)Nc1ccc(F)cc1)C(=O)c1cc(-c2cccs2)nn1-c1ccccc1 | -19% | -5% | -4 | 31% | -10% | 25% | 10% | -33% | -1%
CCOc1ccc(N2C(=O)CC(NC3CCCCNC3=O)C2=O)cc1 (centres undefined) | -15% | 1% | 5 | 60%[activator] | -1% | -8% | 0% | 7.9µM* | 0%
CCc1ccc(C(C)NC(=O)C2CCCC2)cc1 (centres undefined) | -13% | 6% | -1 | 28% | -9% | -14% | -4% | x | 1%
O=C(CN1C(=O)CSc2ncccc21)NCCN1CCOCC1 | -9% | 6% | 2 | 49%[activator] | 8% | 8% | 0% | -17% | 3%
COc1cc(N=c2ssnc2Cl)cc(OC)c1OC | u | 28µM* | 7 | 28% | 4% | -14% | -4% | u | u
COc1cc(NC(=S)Nc2ccc(OC(F)F)cc2)cc(OC)c1 | -19% | -14% | 5 | 14% | 2% | -1% | -3% | u | -5%
CC(Oc1ccccc1F)c1nnc(SCC(=O)c2c(N)n(C3CC3)c(=O)[nH]c2=O)o1 (centres undefined) | -10% | -6% | 1 | 32%[activator] | 8% | 1% | -4% | -28%[12.7 µM] | -3%
CCN(CC)c1cc2c(cc1F)c(=O)c(S(=O)(=O)c1ccc(C)cc1)cn2Cc1ccc(F)cc1 | 5% | 2% | -2 | 41%[activator] | -7% | 3% | 0% | 0%[59 µM] | 3%
COc1ccc(CNC(C)C2COc3ccccc3O2)c(OC)c1 (centres undefined) | 3.5µM* | 50µM* | 2 | u | i | -1% | -9% | 10µM* | 0%
Oc1ccc(Br)cc1CNc1cccc2cccnc12 | u | u | -16 | 19% | -4% | -6% | -10% | 16%[0.501 µM] | 34%[activator]
CN(C)S(=O)(=O)c1ccc(C(=O)NCc2nnc(SCC(=O)N3CCCC3)o2)cc1 | -16% | -2% | 1 | 17% | -2% | -4% | -2% | u | -3%
CCOC(=O)CCNC(=O)N1CCCC(N(C)CCc2ccccc2)C1 (centres undefined) | -1% | 4% | -1 | 37% | 2% | -2% | 0% | 48% | 1%
O=C(O)CCCNS(=O)(=O)c1cccc2nsnc12 | -8% | -6% | 0 | 33%[activator] | 0% | -3% | -3% | u | u
C=CCNC(=O)c1c(CSc2ccc(F)cc2)noc1C(=O)NCCC | -6% | 11% | -2 | 34% | 0% | -1% | 1% | -6%[2.33 µM] | 0%
COc1ccccc1Nc1nc(N(C)c2ccccc2)nc(N)c1[N+](=O)[O-] | -11% | 4% | -1 | 15% | x | 8% | -2% | 4% | 3%
Cc1cccn2c(=O)c3cc(C(=O)NCCc4ccccc4)c(=N)n(CC4CCCO4)c3nc12 (centres undefined) | -6% | 1% | -2 | 17% | -9% | u | -8% | 4% | -2%
O=C(COC(=O)Cn1[nH]c(=O)c2ccccc2c1=O)NNC(=O)c1ccc(Br)cc1 | 3% | -19% | 0 | 49%[activator] | -5% | 3% | 8% | u | 8%

Single values from above.
Result for Cc1cccn2c(=O)c3cc(C(=O)NCCc4ccccc4)c(=N)n(CC4CCCO4)c3nc12 (centres undefined) under PI4K2A inh: -2
Result for CCOc1ccc(N2C(=O)CC(NC3CCCCNC3=O)C2=O)cc1 (centres undefined) under Tb PGK inh: -1%

More structures:
SMILES | JMJD2A Tudor inh | BAZ2B inh | PI4K2A inh | HP1b binding inh | Tb PGK inh | Pin1 inhibitor | ERG Ets-DNA blk | G9a inh | GLS inh
COc1ccc(CCNC(=O)CCc2nc3sc4c(c3c(=O)[nH]2)CCCC4)cc1 | -30% | u | -8 | 31% | -6% | 55%[activator] | -2% | x | -9%
CCn1cc(S(=O)(=O)Nc2ccc(Cl)cc2F)cn1 | -9% | -9% | 1 | 40%[activator] | -4% | -3% | u | 14%[0.501 µM] | -10%
COC(=O)C1CN(C(=O)COc2ccc(Cl)cc2C)c2ccccc2O1 (centres undefined) | 25% | 18% | -1 | 92%[activator] | 3% | 8% | 1% | 28% | 12%
COc1ccc(OC)c(NC(=O)c2cccc(N3C(=O)C4C5C=CC(C6CC56)C4C3=O)c2)c1 (centres undefined) | -19% | -27% | -8 | -1%[57 µM] | 3% | -1% | -7% | 3% | -5%
COc1cc(CNCc2ccncc2)cc(OC)c1OC | -29% | 1% | 2 | 24% | i | -1% | u | -4%[0.501 µM] | -4%
CCCn1c(Nc2cccc(OC)c2)nc2ccccc21 | 1% | -3% | 0 | 35% | -7% | -4% | -1% | 7% | -5%
Cc1ccc(NC(=O)N2CCSc3ccccc32)cc1 | -12% | -12% | 6 | 25% | -6% | -3% | 12% | -3% | 3%
Cn1cc(CNCC2CCCO2)c(-c2ccc(Oc3ccccc3)cc2)n1 (centres undefined) | -12% | 4% | 1 | 51%[activator] | -10% | 4% | 9% | x | -3%
Cc1ccc(Cl)cc1N1CCN(C(=O)c2cnn(C(C)(C)C)c2C2CCN(C(=O)OC(C)(C)C)CC2)CC1 | -34% | -15%[57.1 µM] | -4 | 40% | -2% | 0% | 1% | u | 0%
Cc1ccc(C)c2[nH]c(=O)c(CCNC(=O)c3cccs3)cc12 | -26% | -19% | 2 | 9% | -8% | -1% | -6% | 3% | -5%
CC(C)(C)c1cc(-c2ccco2)c(C#N)c(SCC#N)n1 | 31%[11.4 µM] | -4% | -6 | -6% | i | -1% | -1% | 7%[12.7 µM] | -11%
CCC(Cc1ccccc1)NC(=O)CN(C)S(=O)(=O)c1ccc2c(c1)c(=O)n(C)c(=O)n2C (centres undefined) | -8% | 9% | -3 | 35%[activator] | -7% | 0% | 2% | 45µM* | -4%
COC(=O)c1cc(C#N)c(Oc2cccc(C)c2C)nc1C | 35% | 20% | -6 | 53% | -9% | -2% | 5% | 10%[59 µM] | 1%
O=C(COC(=O)c1ccc(S(=O)(=O)NCc2ccco2)cc1)NCc1ccccc1 | u | x | -2 | 4%[57 µM] | -1% | 10% | -2% | x | -14%
COC(=O)CN1C(C)=Nc2ccc(Br)cc2C1c1ccccc1 (centres undefined) | -2% | 8% | 2 | 10% | -6% | -7% | -6% | -2%[59 µM] | 10%
CCc1cc2c(=O)c(-c3nc4ccccc4n3C)c(C)oc2c(CN(CC)CC)c1O | 1% | -6% | -2 | 21% | -4% | -2% | 6% | -2% | 10%
COc1ccc(OC)c(S(=O)(=O)N2CCN(C34CC5CC(CC(C5)C3)C4)CC2)c1 | -34% | -8% | 6 | 17% | i | u | 1% | -2%[0.0925 µM] | 0%
COc1ccc(-c2ccc3c(c2)C2CC3CCN2S(=O)(=O)c2ccccc2C)cc1 (centres undefined) | -7% | x | 0 | 30% | 1% | 2% | -2% | x | 7%
CCOC(=O)c1ccc(NC(=O)CSc2nnc(CC)o2)cc1 | -6% | -13% | 4 | 29% | i | -8% | 14% | x | -6%
CCOC(=O)c1cn(Cc2ccccc2)nn1 | -20% | 8% | 5 | 17% | 0% | -3% | 9% | 10%[59 µM] | 2%
CC(C)Oc1ccc(CSC(=N)N)cc1 | -2% | 0% | 3 | 38% | 0% | -1% | 7% | 10% | -2%
CC(C)c1ccccc1OCC(=O)N(C)CC(=O)Nc1ccc(F)cc1 | -21% | -6% | -3 | 16% | -2% | -5% | -3% | 2% | 1%
COc1cccc(C(=O)NC(=O)Nc2cc(C)on2)c1 | 6% | -9% | -4 | 45%[activator] | -2% | -2% | -3% | 2% | -4%
